Compound activity as filed in PubChem.
V1R ag counter: activates human V1a receptor in oxytocin agonist counter-screen; P37288; activation, % at 3 µM; AID 2797; CHO-V1R cells, Fluo-8 calcium fluorescence, agonist mode; 0% DMSO, 100% 3 nM vasopressin; actives 0.25% (n = 320,000);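 active = activation above the mean activation of all tested compounds plus 3 SD, per screening run, cut at about 20% in these data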;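 also: signal is peak over basal fluorescence ratio across a 100 second FLIPR read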
VIM-2 inhibitor: blocks Pseudomonas aeruginosa VIM-2 metallo-beta-lactamase; purified VIM-2, nitrocefin hydrolysis, epi-absorbance fluorescence; inhibition, % at 5.6 µM; actives 0.89% (n = 290,000);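 active = inhibition above the mean of all tested compounds plus 3 SD, cutoff set per screening run, cut at about 7.5% in these data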;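 also: red hydrolysis product quenches plate fluorescence so inhibitors raise well fluorescence; 0% = enzyme with DMSO and 100% = DMSO without enzyme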
GPR7 antag: blocks human GPR7 receptor signaling. P48145. GPR7-expressing cells, fluorescence antagonist assay. inhibition, % at 4.4 µM. actives 1.1% (n = 290,000); in the data active = inhibition above about 16%, passing the limit was not always enough;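 also: cells stimulated with the agonist NPW; 0% = agonist with vehicle and 100% = vehicle without agonist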
Target sequence (P48145 whole entry, looked up): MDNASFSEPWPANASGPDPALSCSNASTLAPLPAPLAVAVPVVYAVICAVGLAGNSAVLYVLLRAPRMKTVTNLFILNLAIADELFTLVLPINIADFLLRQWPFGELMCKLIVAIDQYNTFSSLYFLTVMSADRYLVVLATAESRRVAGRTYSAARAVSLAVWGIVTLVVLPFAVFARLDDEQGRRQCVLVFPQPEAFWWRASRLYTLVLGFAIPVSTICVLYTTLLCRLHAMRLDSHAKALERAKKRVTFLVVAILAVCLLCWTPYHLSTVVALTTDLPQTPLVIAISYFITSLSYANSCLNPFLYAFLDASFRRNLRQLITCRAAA
IMP-1 inhibitor: blocks Pseudomonas aeruginosa IMP-1 metallo-beta-lactamase; purified IMP-1, nitrocefin hydrolysis, epi-absorbance fluorescence; inhibition, % at 5.6 µM; actives 0.45% (n = 290,000); AID 1556;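 active = inhibition above the mean plus 3 SD of all compounds in the same screening run, cut at about 4.5% in these data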;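 also: 0% = IMP-1 with DMSO and 100% = DMSO wells lacking enzyme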
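System: purified recombinant IMP-1 beta-lactamase. Medium: Zinc- and detergent-supplemented HEPES buffer, pH 7.1. Compound: one 5.6 µM dose […]. Schedule: 15 min preincubation plus 25 min reaction at 25 °C. Technique: Epi-absorbance fluorescence, 480 nm excitation, 530 nm emission.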
GalR3 antagonist: blocks the human galanin receptor 3 | O60755 | actives 0.44% (n = 360,000) | HEK293 GalR3-CNG cAMP membrane potential fluorescence; galR3 body fused to GalR1 C-terminus | inhibition, % at 3 µM;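 active = inhibition above the screen-wide average plus 3 SD, cut at about 13% in these data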;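 also: forskolin and galanin both at EC90 stimulate the cells; cAMP rise reported by CNG channel membrane potential dye signal; 0% = forskolin plus galanin with DMSO and 100% = forskolin alone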
Target sequence (O60755 1-299 limits assumed): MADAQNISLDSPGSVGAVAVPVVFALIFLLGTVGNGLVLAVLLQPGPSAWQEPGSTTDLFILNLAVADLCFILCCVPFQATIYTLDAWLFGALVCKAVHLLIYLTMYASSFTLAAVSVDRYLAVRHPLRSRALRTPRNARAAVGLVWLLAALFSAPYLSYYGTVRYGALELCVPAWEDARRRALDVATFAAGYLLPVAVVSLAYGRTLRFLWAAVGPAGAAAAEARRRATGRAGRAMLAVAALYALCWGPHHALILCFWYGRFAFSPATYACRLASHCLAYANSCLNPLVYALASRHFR
OXTR ag: human OXTR agonism; AID 2435; activation, % at 3 µM; actives 0.32% (n = 320,000); CHO-OTR cells, Fluo-8 calcium fluorescence; normalized: DMSO 0%, oxytocin 100%;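 active = activation above the mean of all tested compounds plus 3 SD, cutoff set per screening run, cut at about 20% in these data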;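 also: peak over basal fluorescence ratio from a 100 s FLIPR kinetic read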
FID counter: counter-screen for HCV NS3 helicase inhibitors: DNA intercalator displacement. actives 0.17% (n = 290,000). inhibition, % at 7.9 µM. DNA fluorescent intercalator displacement, fluorescence; in the data active = inhibition above about 37%;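 also: 0% = vehicle and 100% = reference compound; higher means more ethidium bromide displaced from hairpin DNA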
NS3 helicase inh: inhibitors of Hepatitis C virus NS3 helicase | NS3 helicase DNA unwinding, Cy5 molecular beacon fluorescence | inhibition, % at 10.9 µM | actives 0.56% (n = 290,000);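 active = inhibition above the mean of all tested compounds plus 3 SD, set per campaign, cut at about 35% in these data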;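 also: 0% = DMSO wells and 100% = thioflavine S control wells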
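Test system: hepatitis C virus NS3 helicase domain fragment enzyme. Also added: annealed dual-labelled DNA beacon duplex, ATP-started. Timing: 60 min unwinding reaction at 25 °C after ATP addition. Technique: Cy5 fluorescence. Measure: % inhibition of unwinding.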
PHOSPHO1 inh: inhibitors of human PHOSPHO1 phosphatase. inhibition, % at 13.3 µM. actives 1.1% (n = 290,000). recombinant PHOSPHO1, absorbance phosphatase assay. AID 1565; in the data active = inhibition above about 60%
Target sequence (Q8TCT1 whole entry, looked up): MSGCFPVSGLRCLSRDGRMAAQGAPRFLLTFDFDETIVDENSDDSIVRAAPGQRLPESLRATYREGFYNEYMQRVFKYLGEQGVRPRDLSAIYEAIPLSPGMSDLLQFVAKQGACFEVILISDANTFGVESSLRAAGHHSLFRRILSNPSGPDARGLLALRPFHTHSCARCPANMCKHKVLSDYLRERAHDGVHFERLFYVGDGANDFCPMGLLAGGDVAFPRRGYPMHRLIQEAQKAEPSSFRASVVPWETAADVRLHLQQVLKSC
Active calls of the source: *.

What do the screens show for `COc1cccc(C(c2c(N)[nH]c(=S)[nH]c2=O)c2c(N)[nH]c(=S)[nH]c2=O)c1`?
V1R ag counter: 0.9; VIM-2 inhibitor: 1.6; GPR7 antag: 18; IMP-1 inhibitor: -0.3; GalR3 antagonist: -2; OXTR ag: 0.1; FID counter: -2; NS3 helicase inh: 2; PHOSPHO1 inh: -30

How did Cc1c(C)n(CC(O)CN2C(=O)c3ccccc3S2(=O)=O)c2ccccc12 (stereo unspecified) do in these assays?
V1R ag counter: 7.0; VIM-2 inhibitor: -2.7; GPR7 antag: -5; IMP-1 inhibitor: -6.1; GalR3 antagonist: -8; OXTR ag: 10; FID counter: -25; NS3 helicase inh: -2; PHOSPHO1 inh: -43

How did Cc1ccc(/C=N/n2c(-c3ccco3)n[nH]c2=S)cc1 do in these assays?
V1R ag counter: -1.3; VIM-2 inhibitor: -4.3; GPR7 antag: 5; IMP-1 inhibitor: -2.8; GalR3 antagonist: -3; OXTR ag: -2.4; FID counter: -13; NS3 helicase inh: 3; PHOSPHO1 inh: 40

What do the screens show for `CCOC(=O)Cn1c(C)nc2ccccc21`?
V1R ag counter: 1.3; VIM-2 inhibitor: 0.2; GPR7 antag: -7; IMP-1 inhibitor: 0.7; GalR3 antagonist: 1; OXTR ag: 0.8; FID counter: 6; NS3 helicase inh: -1; PHOSPHO1 inh: -12

What do the screens show for `S=C(Nc1ccc(Cl)cc1)NC1CCN(Cc2ccccc2)CC1`?
V1R ag counter: 13; VIM-2 inhibitor: -5.0; GPR7 antag: 10; IMP-1 inhibitor: -4.2; GalR3 antagonist: -6; OXTR ag: 11; FID counter: 11; NS3 helicase inh: -27; PHOSPHO1 inh: -14

How did CCc1ccc(C(C(=O)NCc2ccccc2)N(C(=O)c2csnn2)C2CC2)cc1 (stereo unspecified) do in these assays?
V1R ag counter: 0.1; VIM-2 inhibitor: -5.6; GPR7 antag: -4; IMP-1 inhibitor: -5.7; GalR3 antagonist: -10; OXTR ag: -1.9; FID counter: -39; NS3 helicase inh: -3; PHOSPHO1 inh: 9

Results for NS(=O)(=O)c1ccc(NC(=O)COC(=O)c2ccc(Cl)nc2)cc1 ?
V1R ag counter: -0.4; VIM-2 inhibitor: -2.6; GPR7 antag: 2; IMP-1 inhibitor: -2.9; GalR3 antagonist: -6; OXTR ag: 0.1; FID counter: -1; NS3 helicase inh: -9; PHOSPHO1 inh: 8

What do the screens show for `C=CCNC(=S)NNC(=O)c1cccc(Br)c1`?
V1R ag counter: 1.3; VIM-2 inhibitor: -5.3; GPR7 antag: -4; IMP-1 inhibitor: 0.6; GalR3 antagonist: -5; OXTR ag: 0.2; FID counter: -2; NS3 helicase inh: 4; PHOSPHO1 inh: -14

How did O=C(CSc1nc(-c2cccs2)cc(C(F)(F)F)n1)NCCCn1ccnc1 do in these assays?
V1R ag counter: -0.1; VIM-2 inhibitor: 3.8; GPR7 antag: -9; IMP-1 inhibitor: 0.0; GalR3 antagonist: -1; OXTR ag: -0.6; FID counter: 4; NS3 helicase inh: 0; PHOSPHO1 inh: -5

What do the screens show for `COc1ccc(C2=NN(C(=O)/C=C/c3ccccc3)C(c3ccccc3)C2)c(OC(C)=O)c1` (stereo unspecified)?
V1R ag counter: 0.2; VIM-2 inhibitor: 3.8; GPR7 antag: 15; IMP-1 inhibitor: 0.7; GalR3 antagonist: -2; OXTR ag: -0.4; FID counter: 5; NS3 helicase inh: 26; PHOSPHO1 inh: 3

How did Cc1ccc(-c2nnn(CC(=O)N(CC(=O)NC3CCCC3)c3ccc(F)cc3)n2)o1 do in these assays?
V1R ag counter: 1.0; VIM-2 inhibitor: -3.1; GPR7 antag: -17; IMP-1 inhibitor: -0.9; GalR3 antagonist: -7; OXTR ag: 0.3; FID counter: -32; NS3 helicase inh: 6; PHOSPHO1 inh: 40

What do the screens show for `COc1ccc2c(c1)O[C@H](c1ccc3c(c1)OCO3)[C@@H](OC(=O)N[C@H]1CCCc3ccccc31)C2=O`?
V1R ag counter: 0.7; VIM-2 inhibitor: -4.2; GPR7 antag: -4; IMP-1 inhibitor: -4.3; OXTR ag: -0.8; FID counter: -8; NS3 helicase inh: -6; PHOSPHO1 inh: 1

How did CCCCc1ccc(NC(=O)C(=O)NCCN2CCN(C(=O)c3ccc([N+](=O)[O-])cc3)CC2)cc1 do in these assays?
V1R ag counter: 3.2; VIM-2 inhibitor: -2.3; GPR7 antag: -8; IMP-1 inhibitor: -3.2; GalR3 antagonist: -8; OXTR ag: 3.8; FID counter: -16; NS3 helicase inh: 2; PHOSPHO1 inh: 10

What do the screens show for `OCCNCc1cccc(OCc2ccc(Cl)cc2)c1`?
V1R ag counter: 5.1; VIM-2 inhibitor: -2.0; GPR7 antag: -2; IMP-1 inhibitor: -2.8; GalR3 antagonist: -7; OXTR ag: 6.7; FID counter: 16; NS3 helicase inh: -24; PHOSPHO1 inh: 44

What do the screens show for `Cc1ccc2cc(C#N)c(N3CCCN(C(=O)C4CCCO4)CC3)nc2c1C` (stereo unspecified)?
V1R ag counter: 1.9; VIM-2 inhibitor: -1.1; GPR7 antag: -2; IMP-1 inhibitor: -3.3; GalR3 antagonist: -6; OXTR ag: -1.0; FID counter: -14; NS3 helicase inh: 8; PHOSPHO1 inh: 25

Results for Cc1ccc(CNC(=O)c2nccnc2C(=O)O)cc1 ?
V1R ag counter: -0.5; VIM-2 inhibitor: -0.5; GPR7 antag: -4; IMP-1 inhibitor: -2.1; GalR3 antagonist: -11; OXTR ag: 0.5; FID counter: 3; NS3 helicase inh: 8; PHOSPHO1 inh: 56

Results for Brc1ccc(CN2C3=NCCCN3c3ccccc32)cc1 ?
V1R ag counter: 2.0; VIM-2 inhibitor: -2.2; GPR7 antag: 6; IMP-1 inhibitor: -6.3; GalR3 antagonist: -6; OXTR ag: 0.7; FID counter: 9; NS3 helicase inh: -13; PHOSPHO1 inh: 18

How did CCOC(=O)c1sc(=NC(=O)c2ccc(S(=O)(=O)N3CC(C)OC(C)C3)cc2)n(C)c1C (stereo unspecified) do in these assays?
V1R ag counter: 1.9; VIM-2 inhibitor: -3.8; GPR7 antag: 4; IMP-1 inhibitor: -2.4; GalR3 antagonist: -9; OXTR ag: 0.0; FID counter: 0; NS3 helicase inh: -4; PHOSPHO1 inh: 11

What do the screens show for `O=C(N/N=C/C(Br)=C/c1ccccc1)c1ccccc1[N+](=O)[O-]`?
V1R ag counter: -0.9; VIM-2 inhibitor: -2.4; GPR7 antag: -14; IMP-1 inhibitor: -1.6; GalR3 antagonist: -9; OXTR ag: 0.1; FID counter: 5; NS3 helicase inh: 4; PHOSPHO1 inh: 35

What do the screens show for `CC(=O)N1[C@@H]2CC3C4CC=C5C[C@@H](O)CC[C@]5(C)C4CC[C@]3(C)[C@@]21C(C)=O` (stereo partly specified)?
V1R ag counter: 1.3; VIM-2 inhibitor: -1.6; GPR7 antag: -2; IMP-1 inhibitor: -1.2; GalR3 antagonist: -3; OXTR ag: -0.1; FID counter: -13; NS3 helicase inh: -7; PHOSPHO1 inh: -5

How did Cc1ccc(C(=O)CC2(O)C(=O)N(Cc3ccccc3Cl)c3ccccc32)o1 (stereo unspecified) do in these assays?
V1R ag counter: 1.6; VIM-2 inhibitor: -4.2; GPR7 antag: 10; IMP-1 inhibitor: -3.1; GalR3 antagonist: -3; OXTR ag: -0.5; FID counter: -23; NS3 helicase inh: 16; PHOSPHO1 inh: 6

Results for CCOC(=O)N1CCN(CC(=O)Nc2ccc(F)cc2F)CC1 ?
V1R ag counter: 0.1; VIM-2 inhibitor: -1.4; GPR7 antag: -2; IMP-1 inhibitor: -3.0; GalR3 antagonist: -8; OXTR ag: -0.2; FID counter: -10; NS3 helicase inh: -7; PHOSPHO1 inh: 20

What do the screens show for `CCN(CC)CCOC(=O)C1(c2ccc(OC)c(OC)c2)CCCC1`?
V1R ag counter: -0.2; VIM-2 inhibitor: -0.8; GPR7 antag: -1; IMP-1 inhibitor: -3.9; OXTR ag: 0.7; FID counter: 6; NS3 helicase inh: 1; PHOSPHO1 inh: 17

Results for COc1ccc(C(=O)N2CCC(NC(=O)C(Cc3ccccc3OC)NC(C)=O)CC2)cc1 (stereo unspecified) ?
VIM-2 inhibitor: -1.1; GPR7 antag: -3; IMP-1 inhibitor: -1.4; GalR3 antagonist: -8; FID counter: -27; NS3 helicase inh: 2; PHOSPHO1 inh: 22

What do the screens show for `COc1cc(/C=N/n2cnnc2)ccc1OCc1ccccc1`?
V1R ag counter: 0.9; VIM-2 inhibitor: 4.5; GPR7 antag: 2; IMP-1 inhibitor: -2.1; GalR3 antagonist: 12; OXTR ag: 1.9; FID counter: -13; NS3 helicase inh: 1; PHOSPHO1 inh: 16

How did CC1CC2(CCCC2)N(C(=O)N(C)C)c2ccc(F)cc21 (stereo unspecified) do in these assays?
V1R ag counter: -0.2; VIM-2 inhibitor: 0.2; GPR7 antag: -4; IMP-1 inhibitor: -2.4; GalR3 antagonist: -10; OXTR ag: -1.3; FID counter: -13; NS3 helicase inh: -5; PHOSPHO1 inh: 22

What do the screens show for `COc1ccc(/C=N\Nc2ccccc2[N+](=O)[O-])c(C(=O)O)c1OC`?
V1R ag counter: -0.9; VIM-2 inhibitor: -3.0; GPR7 antag: -15; IMP-1 inhibitor: -4.5; GalR3 antagonist: -1; OXTR ag: 0.0; FID counter: -5; NS3 helicase inh: -18; PHOSPHO1 inh: -1

Results for COC(=O)C1=C(C)NC(=O)NC1c1ccc(-c2ccccc2Cl)o1 (stereo unspecified) ?
V1R ag counter: 2.0; VIM-2 inhibitor: 0.8; GPR7 antag: 6; IMP-1 inhibitor: 0.2; GalR3 antagonist: -6; OXTR ag: -0.3; FID counter: -7; NS3 helicase inh: -5; PHOSPHO1 inh: 28

How did CNC(=O)CN(Cc1ccccc1)S(=O)(=O)c1ccccc1 do in these assays?
V1R ag counter: 0.1; VIM-2 inhibitor: -0.2; GPR7 antag: -13; IMP-1 inhibitor: 1.0; GalR3 antagonist: -7; OXTR ag: -0.3; FID counter: -2; NS3 helicase inh: -1; PHOSPHO1 inh: -4

What do the screens show for `Cc1ccc(NC2CC(=O)N(CCc3ccccc3)C2=O)cc1` (stereo unspecified)?
V1R ag counter: 0.5; VIM-2 inhibitor: -1.0; GPR7 antag: 14; IMP-1 inhibitor: -0.1; GalR3 antagonist: 1; OXTR ag: 0.6; FID counter: -11; NS3 helicase inh: 0; PHOSPHO1 inh: -9

What do the screens show for `CNC(=O)CC1C(=O)N(c2ccc(F)cc2)C(=S)N1NC(=O)c1ccc(Cl)cc1` (stereo unspecified)?
V1R ag counter: -0.7; VIM-2 inhibitor: -3.0; GPR7 antag: 0; IMP-1 inhibitor: -2.8; GalR3 antagonist: 0; OXTR ag: 0.3; FID counter: -10; NS3 helicase inh: -1; PHOSPHO1 inh: 29
